Avidin fluor – compound fluoresces at 488/530 nm on avidin beads | AID 1775 | compound fluorescence 488/530 nm, flow cytometry; hits give high values | hit rate 0.38% among 220,000 | fluorescence (KMESF) at 10 µM; in the data active means fluorescence above about 47; further: inactives centre near 10
Cdc42 wt – human Cdc42 wildtype GTP binding change, either direction | P60953 | percent activity (GTP binding), % at 10 µM | GST-Cdc42 beads, Bodipy-GTP binding, flow cytometry; actives lie on both sides | hit rate 0.2% among 190,000;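 active means percent activity GTP binding at least 20 points away from the 100% baseline, either down as inhibitor or up as activator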;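 further: median bead fluorescence of bound Bodipy-FL-GTP at 100 nM; 0% = excess unlabeled GTP control and 100% = no compound control; below 100% means less GTP binding so inhibitor and above means activator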
Target sequence (P60953 whole entry, looked up): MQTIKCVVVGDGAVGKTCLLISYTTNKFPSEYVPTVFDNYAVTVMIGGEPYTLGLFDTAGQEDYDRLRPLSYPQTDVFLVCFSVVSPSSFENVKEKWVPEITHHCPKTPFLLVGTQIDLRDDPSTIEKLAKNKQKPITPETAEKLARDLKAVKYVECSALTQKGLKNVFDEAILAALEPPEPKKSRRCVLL
Rac1 act GTP bind – human Rac1 activated mutant GTP binding change. GST-Rac1 activated beads, fluorescent GTP binding, flow cytometry; actives lie on both sides; 100% means binding = to untreated wells. percent activity (GTP binding), % at 10 µM. hit rate 0.11% among 190,000. AID 764;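 active means GTP binding at least 20 percentage points away from the 100% baseline, in either direction, so actives lie on both sides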
Rab2A wt mod – changes GTP binding to wildtype dog Rab2A, up or down; GTP binding activity, % at 10 µM; GST-Rab2 wt beads, Bodipy-GTP binding, flow cytometry; hit rate 0.19% among 190,000; P61105;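 active means GTP binding activity at least 20 points away from 100%, either lowered or raised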;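 further: 0% = beads with excess unlabeled GTP and 100% = no-compound control corrected for plate trend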
HRas wt GTP – changes GTP binding to wildtype human HRas | GTP binding activity, % at 10 µM | hit rate 0.14% among 190,000 | GST-Ras wt beads, Bodipy-FL-GTP binding, flow cytometry; actives lie on both sides | P01112;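 active means GTP binding activity at least 20% away from the 100% baseline, either lowered as inhibitor or raised as activator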;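 further: 0% = unlabeled GTP competition control and 100% = no-compound control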
Target sequence (P01112 whole entry, looked up): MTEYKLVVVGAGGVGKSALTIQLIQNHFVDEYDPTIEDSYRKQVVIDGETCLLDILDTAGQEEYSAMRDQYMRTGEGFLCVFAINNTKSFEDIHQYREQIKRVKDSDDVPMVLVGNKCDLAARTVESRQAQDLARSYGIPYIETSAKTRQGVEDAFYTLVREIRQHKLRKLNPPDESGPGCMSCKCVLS
Rac1 wt modul – modulators of human Rac1 wildtype GTP binding. P63000. GST-Rac1 beads, fluorescent GTP binding, flow cytometry; actives lie on both sides; 0 = cold GTP competed, 100 = untreated. GTP binding activity (% of control), % at 10 µM. hit rate 0.27% among 190,000;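 active means GTP binding activity at least 20 points away from the 100% control level, either lower or higher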
ABCB1 block – inhibitors of human ABCB1 transporter, ABCG2 counter-screen | P08183 | CCRF-Adr cells, JC-1 efflux, flow cytometry | inhibition, % at 6.6 µM | hit rate 0.067% among 190,000; in the data active means inhibition above about 40%;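 further: 0% = vehicle and 100% = reference inhibitor; higher value means more JC-1 retained so stronger ABCB1 efflux block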
Pf gamet viab – P. falciparum stage V gametocyte viability inhibition; AID 743093; inhibition, % at 10.9 µM; hit rate 0.065% among 150,000; P. falciparum stage V gametocytes, ATP luminescence, 24 h;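 active means inhibition above the mean plus 3 SD of compounds within the control limits, set per campaign, cut at about 38% in these data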;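 further: 0% = DMSO wells and 100% = medium only without gametocytes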
ABCG2 inh – blocks JC-1 efflux by human ABCG2 transporter. inhibition, % at 6.6 µM. IgMXP3 cells, flow cytometry. AID 1325. Q9UNQ0. hit rate 0.1% among 190,000;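 active means inhibition above 80%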;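 further: 0% = DMSO and 100% = nicardipine control wells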
Target sequence (Q9UNQ0 whole entry, looked up): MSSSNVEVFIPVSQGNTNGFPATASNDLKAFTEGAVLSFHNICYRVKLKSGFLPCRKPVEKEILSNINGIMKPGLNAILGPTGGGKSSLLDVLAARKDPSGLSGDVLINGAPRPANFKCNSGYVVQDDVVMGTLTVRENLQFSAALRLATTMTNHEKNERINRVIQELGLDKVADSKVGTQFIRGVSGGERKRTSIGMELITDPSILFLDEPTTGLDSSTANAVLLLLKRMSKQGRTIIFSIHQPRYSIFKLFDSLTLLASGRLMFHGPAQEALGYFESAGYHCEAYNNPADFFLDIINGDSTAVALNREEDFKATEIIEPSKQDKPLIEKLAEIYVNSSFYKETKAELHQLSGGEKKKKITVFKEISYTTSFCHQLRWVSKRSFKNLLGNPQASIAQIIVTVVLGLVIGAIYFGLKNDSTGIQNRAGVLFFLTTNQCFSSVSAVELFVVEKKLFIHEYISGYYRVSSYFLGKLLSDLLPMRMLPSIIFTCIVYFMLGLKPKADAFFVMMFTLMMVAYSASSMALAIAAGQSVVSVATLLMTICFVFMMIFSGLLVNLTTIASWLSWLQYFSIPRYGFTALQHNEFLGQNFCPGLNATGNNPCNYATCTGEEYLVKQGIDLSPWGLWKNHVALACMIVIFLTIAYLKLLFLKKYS
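Test system: IgMXP3 cells (ABCG2) mixed with DDAO far-red-labelled CCRF-Adr cells (ABCB1). Reagent: JC-1 transporter substrate. Compound dosing: single test compound dose, 6.6 µM final. Times: 10 min compound exposure, 25 °C. Detection: flow cytometry of retained JC-1 fluorescence. Read-out basis: efflux inhibition in percent versus controls. Controls: nicardipine and DMSO wells.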
GSH bead fluor – compound fluoresces at 488/530 nm on GSH beads; GSH beads flow cytometry, compound fluorescence 488/530 nm; hits give high values; fluorescence (KMESF) at 10 µM; hit rate 0.25% among 190,000; AID 1776; in the data active means fluorescence above about 89;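 further: glutathione beads carrying GST-tagged Bcl family fusion proteins plus one bare bead set; values are compound well signal with DMSO vehicle wells as background; inactives centre near 16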
Rab7 wt modul – alters GTP binding to wildtype dog Rab7. GST-Rab7 beads, fluorescent GTP binding, flow cytometry; actives lie on both sides; untreated = 100%, excess cold GTP = 0%. GTP binding activity (percent of control), % at 10 µM. hit rate 0.055% among 190,000. AID 758;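 active means fluorescent GTP binding to Rab7 beads changed by at least 20 points from the 100% baseline, either direction, mostly lower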;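 further: median green fluorescence of bound Bodipy-FL-GTP per Rab7 bead population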
Starred values were filed as active, the others as inactive; · = no result given.

SMILES	Avidin fluor	Cdc42 wt	Rac1 act GTP bind	Rab2A wt mod	HRas wt GTP	Rac1 wt modul	ABCB1 block	Pf gamet viab	ABCG2 inh	GSH bead fluor	Rab7 wt modul
COC(CNC(=O)c1ccc2c(c1)nc(C)n2-c1cccc(F)c1)OC	23	98	98	99	99	100	-0.3	8	13	31	96
O=C(O)/C=C/C(=O)NCCC1=CCCCC1	22	97	95	96	93	94	0.5	11	-1	8	95
Cc1ccc(NC(=O)CCC(=O)NNC(=O)c2ccccc2[N+](=O)[O-])c(C)c1	10	96	97	99	97	101	0.7	24	3	18	106
CC(=O)c1c(O)ccc2c(-c3ccccc3)cc(=O)oc12	5	108	100	99	98	110	0.5	·	19	12	99
COC(=O)Cn1c(=NC(=O)c2sc3ccccc3c2Cl)sc2cc(S(N)(=O)=O)ccc21	3	98	98	96	99	102	-0.9	-38	-2	5	100
COc1cccc(C(=O)Nc2nc3ccccc3[nH]2)c1	15	105	97	99	98	103	2.3	·	47	25	102
Cc1cccc(CN2CCC(CNC(=O)C3CCCN(S(=O)(=O)c4cnc[nH]4)C3)CC2)c1 (stereo not given)	26	104	101	104	104	106	1.0	·	6	13	100
CCOc1cc2[nH]c(=S)n(CCOC)c(=O)c2cc1OCC	7	100	98	101	100	100	-5.4	-20	-8	19	99
CCN1CCCC1CNC(=O)CSCc1nc(-c2ccccc2C)oc1C (stereo not given)	12	104	99	101	101	106	0.5	1	2	23	101
O=C(COC(=O)/C=C/c1cccc(Cl)c1)Nc1ccccc1-c1ccccc1	6	98	97	97	98	104	2.3	·	14	10	101
Cc1cc(C(=O)NNC(=O)c2nn(C)c(=O)c3ccccc23)c(C)o1	12	95	92	97	97	91	1.8	-11	15	14	102
COc1ccccc1NC(NC(=O)c1cccnc1)C(Cl)(Cl)Cl (stereo not given)	2	95	95	97	94	98	1.0	-16	0	11	92
CCSc1nc(=S)n(Cc2ccccc2)c(C)c1C(C)=O	6	103	102	105	105	102	·	-8	-2	11	102
O=c1[nH]c(/C=C/c2cccnc2)c([N+](=O)[O-])c(=O)[nH]1	11	91	91	92	92	92	0.3	2	0	19	93
Cc1cc(NC(=O)CSc2nc(-c3ccccc3)cs2)no1	·	95	97	96	96	99	-0.1	9	2	40	98
COc1ccc(OC(C)C(=O)NCCc2nc3ccccc3[nH]2)cc1 (stereo not given)	3	105	100	99	100	105	0.7	·	7	23	95
CN(C)c1c2ccccc2nc2c(F)c(F)c(F)c(F)c12	6	98	94	102	100	98	0.1	·	3	11	105
Cc1cccc(C)c1OC(=O)CN(c1ccc(Cl)cc1)S(C)(=O)=O	32	101	95	97	100	98	1.0	·	4	13	97
CC1CCc2cc(F)ccc2N1C(=O)c1ccncc1 (stereo not given)	1	103	100	98	97	101	0.6	·	-1	6	96
COc1cc(NC(=O)COC(=O)CSc2ccccc2F)c(C)cc1[N+](=O)[O-]	16	101	99	99	100	101	0.3	-7	2	9	97
Cc1ccc(N=N/C(=C\O)C(=O)c2ccc(Cl)cc2)cc1	15	90	92	95	96	93	0.2	-2	2	6	102
CC(C)c1cc(C(=O)OCC(=O)NC(=O)NCc2ccco2)c(O)c(C(C)C)c1	9	92	94	94	95	98	-0.6	24	-2	9	94
COc1ccccc1C1/C(=C(/O)c2ccccc2)C(=O)C(=O)N1CC(C)C (stereo not given)	34	97	93	96	97	98	1.4	·	16	25	96
CCn1c(CNC(=O)c2cccs2)nnc1SCC(=O)NCCc1ccccc1	9	103	102	103	104	104	0.4	·	1	24	101
CCOC(=O)c1sc(-c2ccc(Br)cc2)cc1N	12	100	98	99	100	100	-0.3	·	0	9	99

Record cards, from the list above. Order of values: Avidin fluor | Cdc42 wt | Rac1 act GTP bind | Rab2A wt mod | HRas wt GTP | Rac1 wt modul | ABCB1 block | Pf gamet viab | ABCG2 inh | GSH bead fluor | Rab7 wt modul
Cc1cccc(C)c1OC(=O)CN(c1ccc(Cl)cc1)S(C)(=O)=O in the list: 32 | 101 | 95 | 97 | 100 | 98 | 1.0 | · | 4 | 13 | 97
COc1ccccc1C1/C(=C(/O)c2ccccc2)C(=O)C(=O)N1CC(C)C (stereo not given) in the list: 34 | 97 | 93 | 96 | 97 | 98 | 1.4 | · | 16 | 25 | 96

Reprinted from the entries so far (2 entries):
SMILES	Avidin fluor	Cdc42 wt	Rac1 act GTP bind	Rab2A wt mod	HRas wt GTP	Rac1 wt modul	ABCB1 block	Pf gamet viab	ABCG2 inh	GSH bead fluor	Rab7 wt modul
COC(CNC(=O)c1ccc2c(c1)nc(C)n2-c1cccc(F)c1)OC	23	98	98	99	99	100	-0.3	8	13	31	96
O=C(O)/C=C/C(=O)NCCC1=CCCCC1	22	97	95	96	93	94	0.5	11	-1	8	95

(list continues)
SMILES	Avidin fluor	Cdc42 wt	Rac1 act GTP bind	Rab2A wt mod	HRas wt GTP	Rac1 wt modul	ABCB1 block	Pf gamet viab	ABCG2 inh	GSH bead fluor	Rab7 wt modul
O=C(O)CN1C(=O)SC(Nc2ccc(C(=O)O)cc2)C1=O (stereo not given)	17	100	98	100	101	102	-0.8	·	22	32	96
O=C1c2ccccc2C(=O)c2cc(S(=O)(=O)Nc3ccccc3)ccc21	4	93	94	91	95	98	0.2	-5	2	6	92
Cc1ccc(NS(=O)(=O)c2ccc(NC(=O)c3cccs3)cc2)c(C)c1	5	94	99	100	101	102	-0.3	0	-1	11	101
Cc1ccc(N(C(=O)c2csnn2)C(C(=O)NC(C)(C)C)c2ccccn2)cc1 (stereo not given)	11	98	98	96	97	100	1.0	2	2	13	95
COc1ccccc1/C=N/n1c(C)nnc1-n1nc(C)cc1C	9	99	98	99	99	101	-0.1	·	0	50	99
COc1ccccc1C(=O)C1CCCN(C(=O)CSc2ccccn2)C1 (stereo not given)	7	98	94	98	96	101	0.7	-5	3	19	96
O=C(O)c1ccccc1OCCOCCOc1ccccc1C(=O)O	11	101	98	99	101	97	0.5	-5	2	17	96
Cc1ccc(C2=NN=C(NC(=O)CSc3nncn3C)SC2)cc1	7	99	97	98	96	98	0.0	-10	0	21	96
CC1CC(C)CN(C(=O)/C=C/c2ccc([N+](=O)[O-])s2)C1 (stereo not given)	·	96	97	97	96	97	0.1	1	1	15	96
COc1cccc(OCc2nc(-c3cccc([N+](=O)[O-])c3)no2)c1	9	89	88	97	94	92	0.1	·	10	23	104
CN(C)CCCN1C(=O)C(O)=C(C(=O)c2cccs2)C1c1cccc([N+](=O)[O-])c1 (stereo not given)	9	97	98	101	102	98	-0.3	·	-1	21	107
CCC(=O)N1C(C(=O)N2CCCC2)CSC1c1ccc(OC)cc1 (stereo not given)	4	100	95	101	102	104	-0.1	·	1	14	103
COc1cccc(/C=C2\SC(=S)NC2=O)c1OS(=O)(=O)c1ccc(NC(C)=O)cc1	5	103	103	101	100	101	-0.3	·	-2	15	101
COc1ccccc1NC(=S)NCc1ccco1	9	102	100	102	100	103	0.5	-4	3	42	101
CCOC(=O)c1ccccc1NC(=O)c1n[nH]c(=O)c2ccccc12	4	101	100	100	104	105	2.0	·	11	3	102
CN(C)C(=O)c1cccn(Cc2cccc(C(F)(F)F)c2)c1=O	9	95	94	97	95	97	0.3	4	-1	15	99
Cn1ncc([N+](=O)[O-])c1C(=O)Nc1ccc2c(c1)OCCO2	4	99	99	99	100	100	0.3	2	1	25	98
CCOC(=O)C1=C(CC)OC(N)=C(C#N)C1c1cccs1 (stereo not given)	4	98	99	97	97	100	0.0	·	0	26	96
O=C(C[n+]1ccc(/C=N/O)cc1)NC1CCCCC1	11	101	97	100	100	99	0.4	-28	0	12	100
CCC(=O)N1CCN(C(C)=O)C1c1ccccc1 (stereo not given)	8	99	94	98	100	105	0.0	·	0	57	103
O=C(CSc1oc(-c2ccco2)nc1S(=O)(=O)c1ccc(Cl)cc1)NCC1CCCO1 (stereo not given)	4	95	96	98	98	95	-0.1	·	0	34	100
CCc1nnc(NC(=O)C2CCCCN2S(=O)(=O)c2ccccc2)s1 (stereo not given)	10	99	94	98	97	97	0.4	·	-1	12	94
CCOC(=O)c1c(C)n(C)c2ccc(OCC(O)CN3CCN(C)CC3)cc12 (stereo not given)	25	105	100	100	101	108	1.2	·	11	15	97
COCCOC(=O)C1=C(N)OC2=C(C(=O)CC(C)(C)C2)C1c1cccnc1 (stereo not given)	10	99	97	101	100	101	0.2	·	0	34	100
O=c1c2ccccc2nc2c3ccccc3c(NCc3ccco3)nn12	8	67*	81	66*	68*	77*	2.5	12	32	15	88
Further compounds.
SMILES	Avidin fluor	Cdc42 wt	Rac1 act GTP bind	Rab2A wt mod	HRas wt GTP	Rac1 wt modul	ABCB1 block	Pf gamet viab	ABCG2 inh	GSH bead fluor	Rab7 wt modul
CCC(C)N(C(=O)c1csnn1)C(C(=O)NCc1ccc(F)cc1)c1ccco1 (stereo not given)	9	102	103	105	103	105	0.7	7	1	15	102
CCOc1ncccc1C(=O)NCc1ccc(OC)cc1	25	100	93	95	96	96	0.5	·	5	13	96
CCOC(=O)C1=C(N)N(c2cc(S(=O)(=O)N3CCOCC3)ccc2Cl)C(=O)C1	5	98	94	102	101	101	0.1	-15	0	10	104
CN(C)S(=O)(=O)c1ccc(C(=O)OCC(=O)NCc2ccco2)cc1	7	98	97	91	97	101	-0.4	-4	-1	17	94
O=C(NO)C1CC2C=CC1C2 (stereo not given)	12	95	92	95	98	94	0.1	·	0	33	98
Cc1ccccc1NC(=O)C1CC(=O)N(Cc2ccccc2)C1 (stereo not given)	10	93	94	95	95	95	0.1	-12	-1	15	96
CCOC(=O)c1cc2c(=O)n3ccccc3nc2n(Cc2ccco2)c1=NC(=O)c1ccc(OC)cc1	13	97	95	97	98	102	4.9	-6	18	10	102
CC(=O)c1ccc(NS(=O)(=O)c2ccc(CC(C)C)cc2)cc1	10	102	98	103	103	104	0.3	·	7	24	103
N#CC(c1ccc(Cl)cc1)c1nc2ccccc2nc1C(F)(F)F (stereo not given)	11	92	92	90	95	96	0.1	-5	2	22	96
[N-]=[N+]=CC(=O)CNC(=O)[C@@H](Cc1ccccc1)N1C(=O)c2ccccc2C1=O	8	101	99	100	99	104	0.1	-5	0	5	101
CC1=NC(C)Cc2ccccc21 (stereo not given)	16	99	97	100	100	102	0.1	·	1	7	100
Cc1ccc(N(C(=O)Cn2nnc(-c3ccc(C)o3)n2)C(C(=O)NC2CCCC2)c2ccco2)cc1 (stereo not given)	10	97	94	95	98	95	1.3	13	2	42	95
C/C=C/c1cc(CN2CCN(c3ccc(OC)cc3)CC2)c(O)c(OC)c1	12	97	99	95	97	98	1.0	8	1	12	97
CCOC(=O)c1ccccc1NC(=O)CSc1nncn1C	5	97	93	96	95	94	0.8	-4	2	16	93
O=S(=O)(c1ccccc1)n1ccc2cccnc21	31	96	96	97	98	96	0.9	-6	1	9	99
Cc1ccc(C(=O)c2coc3ccc(O)c(CN4CCN(C)CC4)c23)cc1	6	102	100	102	101	105	0.9	0	1	48	98
O=C(OC1CCCCC1=O)c1cccc(S(=O)(=O)NCc2ccccc2)c1 (stereo not given)	9	107	102	107	107	103	0.3	·	1	21	106

Bioassay records from PubChem.
